Siah-1 displacement: blockers of Siah-1 interaction with plectin peptide – biochemical, fluorescence polarization, rhodamine-plectin, uHTS, primary screen (AID 1817) | Siah-1 / rhodamine-plectin peptide fluorescence polarization; higher % means a stronger effect | hit rate 0.02% among 290,000 | displacement, % at 20 µM; hits with a dose series show IC50 in µM;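 active = displacement of at least 50% at 20 µM, with a fluorescence ratio check between 0.3 and a set limit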;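 also: plate controls were Siah plus tracer with DMSO for no effect and tracer alone without Siah for full effect; strong numbers were not always called active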
XIAP displacement: small molecules displacing peptide from XIAP – biochemical, IAP family, fluorescence polarization (AID 1018); displacement, % at 20 µM, or IC50 in µM where a hit was titrated; hit rate 0.007% among 200,000; XIAP BIR domain, fluorescence polarization peptide displacement; higher % means a stronger effect; in the data active = displacement above about 50%; also: a part of the inactive calls stands beside numbers as strong as those of hits
M17LAP inhibition: P. falciparum M17LAP inhibitors, primary screen, biochemical, fluorogenic H-Leu-NHMec substrate, 1536-well (AID 1619) | one-dose inhibition, % at 30 µM; IC50 in µM for titrated hits | hit rate 0.38% among 220,000 | recombinant M17LAP, H-Leu-NHMec fluorogenic kinetic assay; higher % means a stronger effect;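 active = compound inhibiting the enzyme by more than half at any dose during confirmatory dose-response retesting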;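 also: plate controls were full reaction with DMSO carrier for no effect and no enzyme background for full effect; strong numbers were not always called active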
human PMI inhibitors: MPI inhibition at elevated mannose 6-phosphate – biochemical, fluorescence intensity, high mannose 6-phosphate, primary screen (AID 1220); recombinant PMI enzyme, coupled fluorescence intensity; higher % means a stronger effect; one-dose inhibition, % at 20 µM; IC50 in µM for titrated hits; hit rate 0.66% among 190,000
human PMI inhibition: inhibitors of human PMI, primary screen, biochemical, fluorescence intensity, coupled assay (AID 1209). purified PMI enzyme, coupled fluorescence intensity; higher % means a stronger effect. inhibition, % at 20 µM, or IC50 in µM where a hit was titrated. hit rate 0.42% among 190,000;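 also: plate controls were DMSO vehicle for no effect and wells lacking substrate for full effect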
P. falciparum M1AAP: P. falciparum M1AAP inhibitors, biochemical, fluorogenic H-Leu-NHMec substrate, 1536-well (AID 1445) | inhibition, % at 30 µM; hits with a dose series show IC50 in µM | recombinant M1AAP, H-Leu-NHMec fluorogenic kinetic assay; higher % means a stronger effect | hit rate 0.42% among 220,000;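 active = primary inhibition above the hit cutoff, then over 50% inhibition at one or more dose response concentrations, cut at about 23% in these data, passing the limit was not always enough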;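 also: plate controls were DMSO full reaction for no effect and no enzyme background for full effect; strong numbers were not always called active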
Dynein transport: blocks dynein driven cargo transport along microtubules | hit rate 0.47% among 220,000 | 3617.4 mouse cells, GR-EGFP nuclear translocation imaging; test concentration mostly 20 µM; stimulated with dexamethasone, 1 µM; active compounds read low | z-score, hits read low;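 active = plate z-score of nuclear minus cytoplasmic receptor signal below a set negative limit, without overly bright fluorescence or cell loss, cut at about -3.5 in these data, passing the limit was not always enough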;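 also: z-score of nuclear minus cytoplasmic ring GR-EGFP intensity difference per well; some compounds called inactive have numbers as strong as hits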
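Buffer or medium – tet-free medium with charcoal-stripped serum · Signal – automated 10x imaging of fixed Hoechst-stained cells · Also added – dexamethasone agonist, 1.0 µM final, for 30 min · Incubation – induction 48 h, compound 1 h, agonist 30 min · Read-out – GR-EGFP nuclear translocation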
AID2073: inhibitors of Mint1-CaV2.2 protein interaction, biochemical, HTRF (AID 2073); HTRF protein-protein interaction, Mint1-CaV2.2; higher % means a stronger effect; one-dose inhibition, % at 20 µM; IC50 in µM for titrated hits; hit rate 0.19% among 290,000; in the data active = inhibition mostly above about 51%, no sharp cut-off; also: some results filed as inactive read as strong as hits
LYP phosphatase: inhibitors of LYP phosphatase, biochemical, fluorescence intensity, uHTS (AID 1779). recombinant LYP phosphatase, fluorescence intensity; higher % means a stronger effect. inhibition, % at 11.5 µM, or IC50 in µM where a hit was titrated. hit rate 0.054% among 290,000;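 also: plate controls were vehicle with enzyme for no effect and no enzyme for full effect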
Dynein transport cytoplasmic EGFP: second read-out of Dynein transport, no call of its own (marks repeat the call); z-score; measured here: cytoplasmic GR-EGFP intensity; active compounds read high
Dynein transport nuclear GR-EGFP: also measured in Dynein transport; calls as there; z-score; measured here: nuclear GR-EGFP intensity;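 lower value marks the stronger effect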
Dynein transport cell count: further read-out of Dynein transport, marked with its call; z-score; measured here: cell count per field
* hit, by the source's call; . = not tested or not shown. Rule as the data show it, unless noted: active = inhibition above about 50%; inactive = the rest.

SMILES	Siah-1 displacement	XIAP displacement	M17LAP inhibition	human PMI inhibitors	human PMI inhibition	P. falciparum M1AAP	Dynein transport	Dynein transport cytoplasmic EGFP	Dynein transport nuclear GR-EGFP	Dynein transport cell count	AID2073	LYP phosphatase
O=C(NC1CCCC1)C1C2C=CC(C2)C1C(=O)N1CCOCC1 (stereo unspecified)	-4.1%	-6.7%	-12.7%	1.3%	-1.1%	-4.5%	-0.207	-0.152	-0.266	0.155	-0.2%	-11.1%
COCc1nnc(NC(=O)CCCCCN2C(=O)c3ccccc3C2=O)s1	-0.6%	-3.1%	18.4%	9.9%	15.4%	14.8%	0.657	0.407	0.847	0.488	-7.4%	-0.9%
O=C(O)C1C2CCC(O2)C1C(=O)Nc1cccc(F)c1 (stereo unspecified)	-0.2%	-8.5%	10.0%	-3.7%	-8.3%	-2.5%	-0.405	-0.0925	-0.3	-0.0203	-11.6%	-1.0%
Cc1cc(C)n(-c2cc(N3CCN(S(=O)(=O)c4ccc5ccccc5c4)CC3)ccc2[N+](=O)[O-])n1	0.2%	-11.0%	3.4%	34.2%	22.6%	-1.8%	-0.0177	-0.184	-0.258	0.417	3.5%	2.3%
OC(c1cc(C(F)(F)F)nc2c(Cl)cc(Cl)cc12)C1CCCCN1 (stereo unspecified)	1.8%	.	-5.3%	.	.	3.9%	0.899	0.0232	0.107	-2.45	14.8%	-4.6%
CCCCNC(=O)CN(c1ccc(Cl)c(Cl)c1)S(C)(=O)=O	4.7%	-13.2%	-13.0%	6.0%	-0.7%	3.4%	0.818	0.228	0.655	-1.73	-2.3%	-7.1%
Cc1nn2c(NCC(C)C)c3c(nc2c1-c1ccccc1)CCC3	5.0%	-2.6%	-0.7%	4.4%	1.0%	-0.2%	-0.00146	-0.241	-0.791	1.01	7.2%	-6.7%
Cc1onc(-c2ccccc2Cl)c1C(=O)NC(=S)NCc1cccnc1	-3.9%	-0.3%	8.2%	-1.6%	2.2%	-3.1%	0.0257	-0.266	0.211	-0.147	-4.4%	-1.4%
COc1ccccc1N1CCN(C(=O)c2ccc3nc(-c4ccco4)c(-c4ccco4)nc3c2)CC1	69.6%	-3.8%	11.0%	37.4%	2.2%	7.0%	0.811	0.0288	1.22	-1.86	70.0%*	8.0%
CCOC(=O)c1cccc(NC(=O)CCn2nnc3ccccc32)c1	-3.2%	-2.0%	9.7%	5.6%	7.3%	0.0%	0.415	-0.223	0.231	0.234	9.6%	-8.1%
O=C(O)CS(=O)(=O)CC(=O)NCc1cccc(C(F)(F)F)c1	1.8%	-4.0%	-6.8%	-1.3%	-2.8%	-9.2%	1.79	-0.0901	1.51	-1.58	1.6%	-5.5%
COC(=O)c1c(N)sc(Cc2ccccc2)c1C	-2.8%	-0.7%	8.7%	6.5%	8.0%	4.2%	-0.203	-0.359	-0.161	0.985	-12.7%	0.1%
N/C(=N\OC(=O)c1ccc(Cl)cc1Cl)c1ccc(Cl)cc1	-5.1%	-7.0%	-1.4%	-4.2%	0.5%	5.6%	1.88	-0.0645	1.13	-1.74	2.9%	-0.9%
CC1CN(S(=O)(=O)c2ccc(C(=O)Nc3nnc(-c4ccccn4)o3)cc2)CC(C)O1 (stereo unspecified)	-2.0%	-13.3%	-2.5%	-13.5%	-24.3%	6.9%	0.453	-0.299	0.259	-0.147	13.0%	-0.2%
O=C(CCCCCn1c(=S)[nH]c2cc3c(cc2c1=O)OCO3)N1CCN(C(=O)c2ccco2)CC1	9.3%	-5.3%	-8.5%	-1.0%	-3.3%	-1.7%	-0.778	-0.244	-0.429	2	-47.8%	0.3%
CCOC(=O)C1=C(C)N(C)C(C)=C(C(=O)OCC)C1c1ccccn1	-3.6%	-7.3%	22.8%	-0.6%	9.9%	7.7%	-0.0738	-0.386	-0.172	-0.148	14.2%	-5.8%
Cc1cc(OCCCC(=O)NC2=NCCS2)ccc1Cl	2.9%	-1.4%	-2.2%	-3.5%	-0.1%	2.1%	-0.458	0.882	0.123	0.724	-1.5%	-1.1%
Cc1c(CCC(=O)O)c(=O)oc2cc3oc4c(c3cc12)CCCC4	4.6%	.	8.6%	.	.	8.3%	-0.52	-0.221	0.134	1.01	33.4%	-3.4%
Cc1c(C(=O)Nc2cccc3cccnc23)oc2ccccc12	0.7%	-5.4%	8.4%	-0.2%	-4.0%	-5.5%	-0.199	-0.232	-0.066	-0.102	7.0%	4.6%
COc1cccc2c(=O)n(CC(=O)Nc3ccccc3)ccc12	4.8%	-2.9%	16.4%	3.8%	12.6%	-1.7%	-0.244	-0.29	-0.146	0.707	2.0%	-4.4%

Reprinted from the part before: 3 entries; new compounds follow.
SMILES	Siah-1 displacement	XIAP displacement	M17LAP inhibition	human PMI inhibitors	human PMI inhibition	P. falciparum M1AAP	Dynein transport	Dynein transport cytoplasmic EGFP	Dynein transport nuclear GR-EGFP	Dynein transport cell count	AID2073	LYP phosphatase
Cc1c(CCC(=O)O)c(=O)oc2cc3oc4c(c3cc12)CCCC4	4.6%	.	8.6%	.	.	8.3%	-0.52	-0.221	0.134	1.01	33.4%	-3.4%
Cc1c(C(=O)Nc2cccc3cccnc23)oc2ccccc12	0.7%	-5.4%	8.4%	-0.2%	-4.0%	-5.5%	-0.199	-0.232	-0.066	-0.102	7.0%	4.6%
COc1cccc2c(=O)n(CC(=O)Nc3ccccc3)ccc12	4.8%	-2.9%	16.4%	3.8%	12.6%	-1.7%	-0.244	-0.29	-0.146	0.707	2.0%	-4.4%
Cc1c(NC(=O)COC(=O)C2(c3ccc(F)cc3)CCCC2)c(=O)n(-c2ccccc2)n1C	3.4%	-5.4%	0.3%	9.9%	4.1%	5.6%	-0.551	-0.345	-0.00271	0.743	-3.0%	-3.5%
COC(=O)CSc1nsc(SCC(=O)OC)c1C#N	7.4%	-0.3%	-7.0%	12.6%	11.4%	8.3%	-0.454	-0.183	0.0511	0.307	-6.6%	-3.6%
COc1cc([N+](=O)[O-])ccc1NC(=O)CCCOc1cccc(C)c1C	-3.2%	-7.4%	-2.5%	9.2%	11.9%	3.8%	0.487	-0.21	0.111	-0.724	-11.7%	-5.0%
CCCCOc1ccc(C(=O)N/C(=C/c2cccc([N+](=O)[O-])c2)C(=O)O)cc1	2.6%	-11.4%	-1.5%	3.9%	3.0%	-1.3%	-1.13	-0.287	0.0316	-0.296	-3.3%	1.1%
CCCCn1c(Oc2ccc(C(=O)OC)cc2)nc2c1c(=O)n(C)c(=O)n2C	5.6%	-3.7%	18.3%	2.1%	-1.7%	-2.6%	1.13	-0.167	1.21	-0.816	0.8%	-3.5%
Cc1sc(=NC(=O)c2ccco2)n(C)c1-c1ccc(Cl)cc1	0.0%	-5.8%	0.2%	1.5%	-0.4%	2.4%	-0.423	-0.0549	0.273	-0.961	9.7%	-7.5%
Cc1nn(-c2ccccc2)c(Cl)c1C(=O)NC1CCCCC1	8.5%	-1.8%	5.9%	2.6%	9.6%	0.8%	-1.26	-0.228	-0.702	0.733	10.2%	-4.2%
Cc1ccc(OCC(=O)N2CCCc3ccccc32)cc1	-0.6%	-2.3%	-7.5%	-4.4%	-9.6%	2.8%	0.15	-0.25	0.0882	1.02	-4.7%	-4.5%
CCCSc1nnc2n(-c3ccccc3OC)c(=O)c3c4c(sc3n12)CCC4	-2.2%	0.9%	7.4%	5.7%	-0.1%	9.5%	0.462	-0.288	0.209	0.598	4.4%	-1.1%
CC(C)C(NCc1c(Cl)cccc1Cl)C(=O)O (stereo unspecified)	1.7%	-1.8%	-3.6%	-6.0%	-3.3%	-7.5%	-0.474	-0.217	0.00252	0.465	9.7%	-3.9%
CCN(CC)S(=O)(=O)c1ccc2c(c1)c(=O)c(C(=O)NCCN(C)CCc1ccccc1)cn2C	2.6%	-1.8%	10.7%	6.1%	4.1%	6.7%	0.664	-0.132	0.511	-0.246	9.5%	-1.3%
CCOc1ccc(OCC(=O)Nc2ccc(S(=O)(=O)Nc3cc(C)nc(C)n3)cc2)cc1	3.3%	-2.8%	20.9%	-4.8%	0.6%	-5.7%	-0.19	-0.239	-0.123	0.959	-6.9%	-7.4%
COc1cc2nc(NCCCN3CCN(C)CC3)n3nc(-c4ccccc4)nc3c2cc1OC	-6.0%	-9.0%	0.5%	5.2%	1.6%	11.9%	-0.0701	-0.146	-0.148	0.225	-1.9%	-2.9%
CCN(CC)C(=O)CSc1ccccc1N	-0.8%	-8.6%	12.3%	3.8%	10.2%	5.8%	1.14	-0.253	1.18	-1.32	-8.4%	-3.7%
CCCCCCCCCCSc1n[nH]c(N)n1	-4.0%	0.4%	28.7%	10.5%	24.6%	-2.0%	0.493	-0.315	-0.0997	-0.231	-2.1%	-3.7%
Cc1cccc(N(CC(=O)NCc2ccco2)C(=O)CCC(=O)Nc2ccccn2)c1	2.2%	-4.5%	24.4%	8.0%	14.2%	7.1%	-0.429	-0.184	0.101	0.616	-0.5%	-2.2%
CCOC(=O)c1csc(NC(=O)c2ccc(C#N)cc2)n1	-1.9%	-1.5%	0.8%	-1.2%	-5.9%	2.1%	0.174	-0.254	-0.0669	-0.415	3.4%	-9.5%
O=C(c1cccc([N+](=O)[O-])c1)N1CCN(Cc2ccc3c(c2)OCO3)CC1	-5.4%	-4.9%	3.9%	-15.3%	-23.4%	0.1%	-0.148	-0.253	0.394	-0.156	1.0%	6.1%
Cc1noc(C)c1C(=O)NCCc1ccc(Cl)cc1	6.9%	1.1%	5.3%	8.2%	7.5%	6.2%	0.884	-0.201	0.904	-0.544	-0.8%	0.3%
Cc1ccc(Oc2c(CO)c(-c3ccccc3)nn2C)cc1	1.3%	-3.1%	9.7%	9.6%	9.0%	-0.9%	-0.315	-0.255	-0.163	-0.474	-13.3%	-6.0%
O=C(CCn1cccc1)NCc1ccc2c(c1)OCO2	-0.6%	0.7%	9.1%	-2.2%	-3.0%	4.2%	3.73	-0.0455	3.56	-3.99	1.0%	-4.5%
O=[n+]1cc(-c2ccccc2)n([O-])c2c1CCCCC2	-5.4%	-8.8%	14.7%	1.7%	-2.8%	1.1%	1.17	-0.132	0.694	-1.05	4.6%	-4.1%
Cc1nn(-c2ccccc2)c2nc(-c3ccccc3)cc(C(=O)N3CCOCC3)c12	2.5%	0.1%	4.5%	6.0%	11.2%	1.9%	-0.16	0.176	0.0595	-0.211	21.0%	0.4%

Screens as filed in PubChem BioAssay.

An unsorted share of the library; overall some 2.1% were active at least once.
